DT40 TDP1 CPT = DT40-hTDP1 cell growth loss with CPT | chicken DT40 Tdp1-/-;hTDP1 cells + 20 nM CPT, ATP luminescence, 48 h | Potency, µM (titrated, usually from 46.2 µM), without a hit: at the top dose activity change, negative = growth inhibition, usual class: inhibitors | hit rate 12% among 420,000 | AID 686979; also: nearly all actives have a fitted effect of over 55% in size
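Chicken DT40 Tdp1-/- cells complemented with human TDP1, 400 cells/well, exposed to compounds plus 20 nM camptothecin for at least 48 h at 37 C; viability read as ATP content by CellTiter-Glo luminescence.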
DT40 TDP1 no CPT = qHTS for Inhibitors of human tyrosyl-DNA phosphodiesterase 1 (TDP1): qHTS in cells in absence of CPT; Potency, µM (series often up to 46.2 µM), for inactives: at the highest dose activity change, negative = growth inhibition, most hits filed as inhibitors; hit rate 15% among 420,000; DT40 Tdp1-/- hTDP1 cells, no CPT, ATP luminescence, 48 h; also: nearly all actives have a fitted effect of over 55% in size
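DT40 Tdp1-/-;hTDP1 cells, no CPT (DMSO vehicle only), 400 cells/well; compounds pin-transferred; ≥48 hr, 37 °C; CellTiter-Glo 30 min RT dark, luminescence read.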
GCN5L2 inh = GCN5L2 (KAT2A) acetyltransferase inhibition. Potency, µM (titrated, usually from 58.9 µM), for the others: at the highest dose activity change, negative = inhibition, actives largely listed as inhibitors. GCN5L2 HAT assay, ThioGlo1 CoA-SH fluorescence. hit rate 0.21% among 390,000. AID 504327
Target sequence (Q92830 whole entry, looked up): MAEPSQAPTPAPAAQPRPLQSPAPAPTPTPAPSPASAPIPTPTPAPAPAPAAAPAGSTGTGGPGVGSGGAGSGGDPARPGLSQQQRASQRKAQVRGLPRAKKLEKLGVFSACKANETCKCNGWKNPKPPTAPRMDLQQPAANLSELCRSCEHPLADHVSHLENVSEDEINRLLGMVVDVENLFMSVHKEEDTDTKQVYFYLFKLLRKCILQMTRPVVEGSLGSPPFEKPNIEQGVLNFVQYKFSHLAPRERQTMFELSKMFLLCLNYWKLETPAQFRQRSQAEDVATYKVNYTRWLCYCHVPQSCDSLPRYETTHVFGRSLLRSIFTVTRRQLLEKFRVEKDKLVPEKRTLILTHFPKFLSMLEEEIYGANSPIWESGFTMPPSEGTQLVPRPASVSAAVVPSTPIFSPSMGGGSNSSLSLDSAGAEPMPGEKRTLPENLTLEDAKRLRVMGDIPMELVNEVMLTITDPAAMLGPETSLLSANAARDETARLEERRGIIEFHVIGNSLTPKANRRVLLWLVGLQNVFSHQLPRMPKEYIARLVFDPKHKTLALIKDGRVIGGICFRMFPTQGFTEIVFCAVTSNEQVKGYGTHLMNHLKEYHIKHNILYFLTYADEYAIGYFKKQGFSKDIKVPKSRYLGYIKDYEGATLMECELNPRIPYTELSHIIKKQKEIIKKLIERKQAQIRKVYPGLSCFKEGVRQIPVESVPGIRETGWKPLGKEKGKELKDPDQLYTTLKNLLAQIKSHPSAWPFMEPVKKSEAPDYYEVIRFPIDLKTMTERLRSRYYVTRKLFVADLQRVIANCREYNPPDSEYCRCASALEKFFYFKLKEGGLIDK
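GCN5L2 (20nM final) in 50mM HEPES, 0.1mM EDTA pH 7.5, 0.01% Tween-20 was preincubated 15 min at room temperature with compound, then given ThioGlo1 (50uM), H3(1-25) peptide (75uM) and acetyl-CoA (70uM); CoA-thiol fluorescence (Ex340/Em540) was read at 0 and 20 min.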
Starred values were filed as active, the others as inactive; ? = inconclusive; . = not tested or not shown; [ ] = dose if it differs, or a comment. Calls follow the shape of the dose curve; as a rule, active = well fitted curve in the direction sought with a large enough effect; inconclusive = small, poorly fitted or top-dose-only effect, or another doubt; inactive = no such curve, though single readings can be large; an effect the other way counts as inactive or inconclusive. % is scaled to controls: 0 for no effect and ±100 for the full control effect; potency is read from the fitted curve at half-maximal effect. Outcome played no part in choosing rows; overall some 18% were active at least once.

Values run as follows: DT40 TDP1 CPT, DT40 TDP1 no CPT, GCN5L2 inh
> CC(C)Cc1nnc(NC(=O)c2cc(S(=O)(=O)N(C)C)ccc2N2CCCC2)s1
  26.7%, -6.8%, -24.0%
> COc1ccc2c(c1)Cc1sc(NC(=O)c3ccco3)nc1-2
  ?, ?, -3.9%
> O=C1OCCN1c1c(-c2ccccc2)c(-c2cccs2)nc2c(-c3ccccc3)cccc12
  -24.7%, -23.7%, -3.9%
> Cc1ccc(C(C)C)c(OCC(=O)Nc2ccc(Cl)cn2)c1
  -24.1%, -20.0%, 1.5%
> CNC(=S)N1N=C(c2cccs2)CC1c1ccc(F)cc1 (centres undefined)
  -18.5%, -16.5%, ?
> Cn1nnnc1SCc1nc2scc(-c3ccc(Cl)cc3)c2c(=O)[nH]1
  -26.4%, -18.8%, -8.5%
> CC(=O)c1ccc(NS(=O)(=O)Cc2ccccc2)cc1
  -22.1%, -21.8%, 2.1%
> C[C@@H]1CN([C@@H](C)CO)C(=O)CCCn2nncc2CO[C@H]1CN(C)Cc1ccc(-c2ccccc2)cc1
  -0.5%, 16.4µM*, .
> COc1ccc(-c2nn3c(=O)cc(CN4CCN(C(=O)c5ccc(C(C)(C)C)cc5)CC4)nc3s2)cc1
  3.26µM*, 2.91µM*, -7.2%
> COc1ccc2c(c1)C(c1ccc([N+](=O)[O-])cc1)=NNC(c1ccco1)=N2
  -1.1%, -14.6%, -8.1%
> O=C(COC(=O)c1ccccc1NC(=O)c1ccccc1)c1ccc([N+](=O)[O-])cc1
  23.1µM*, ?, 0.4%
> CC(=O)Nc1ccc(S(=O)(=O)N(Cc2ccccc2)c2ccccc2F)cc1
  -11.4%, ?, 1.0%
> c1ccc2cc(CN3CCOCC3)ccc2c1
  -3.4%, -4.7%, .
> CCOc1cc(C(=O)N2CCOCC2)ccc1OCc1ccccc1
  -10.1%, -40.3%, -9.4%
> CC(=O)N(C)N1c2ccccc2CCc2ccccc21
  ?, 14.6µM*, 2.6%
> O=C(Cc1nc2ccccc2[nH]1)c1ccc(Cl)cc1
  ?, ?, -3.8%
> COc1ccc(-c2cnnc(N/N=C/c3ccc(O)c(O)c3)n2)cc1
  7.31µM*, 9.2µM*, 0.4%
> COc1ccc(OC)c(S(=O)(=O)Nc2ccccc2C(=O)N2CCCCC2)c1
  0.0%, -7.4%, -3.3%
> CCOC(=O)Cc1ccc(Nc2nc(NC)nc3ccsc23)cc1
  20.6µM*, 18.4µM*, .
> Cc1cc(Br)cn2c(Cc3cccc(F)c3)c(-c3cccc(Br)c3)nc12
  ?, 23.1µM*, .
> COc1ccc(C(=O)NCC(=O)N/N=C/C(C)=C/c2ccco2)cc1OC
  ?, ?, -3.6%
> COc1cc2c(NC3CCN(C)CC3)nc(N3CCCN(C)CC3)nc2cc1OCCCCCCN(C)C
  15.8µM*, ?, .
> COc1ccc(C)cc1N1C(=O)[C@@H]2C[C@H]1CN2Cc1cccc(OC)c1O
  -12.7%[9.04 µM], -29.5%, .
> CNC(=O)c1cccn1-c1ccsc1C(=O)OC
  ?, 18.4µM*, 0.2%
> O=C(OCc1ccccc1)c1cccc(-c2nnn(Cc3ccccc3)n2)c1
  -11.5%, -2.3%, -3.8%
> CO[C@@H]1CN(C)C(=O)c2ccc(NC(=O)C3CCCC3)cc2OC[C@@H](C)N(Cc2ccc(F)cc2)C[C@H]1C
  ?, ?, .
> O=C(c1cc2ccccn2n1)N1CCN(c2ccccn2)CC1
  1.8%, -0.4%, -6.1%
> Cc1ccc(-c2nc(N)sc2CC(=O)OCC(=O)NCCC(C)C)cc1
  -3.1%, -12.4%, -10.9%
> Cn1c(SCc2ccc(Br)cc2)nnc1-c1ccncc1
  7.2%, -1.7%, -2.4%
> CCCc1nnc2c(N(C)S(=O)(=O)c3ccc(C)cc3)nc3ccccc3n12
  ?, 23.1µM*, -3.9%

Structures above that contain a thiophene ring, fused or not:
Values run as follows: DT40 TDP1 CPT, DT40 TDP1 no CPT, GCN5L2 inh
> O=C1OCCN1c1c(-c2ccccc2)c(-c2cccs2)nc2c(-c3ccccc3)cccc12
  -24.7%, -23.7%, -3.9%
> CNC(=S)N1N=C(c2cccs2)CC1c1ccc(F)cc1 (centres undefined)
  -18.5%, -16.5%, ?
> Cn1nnnc1SCc1nc2scc(-c3ccc(Cl)cc3)c2c(=O)[nH]1
  -26.4%, -18.8%, -8.5%
> CCOC(=O)Cc1ccc(Nc2nc(NC)nc3ccsc23)cc1
  20.6µM*, 18.4µM*, .
> CNC(=O)c1cccn1-c1ccsc1C(=O)OC
  ?, 18.4µM*, 0.2%

The list continues:
Values run as follows: DT40 TDP1 CPT, DT40 TDP1 no CPT, GCN5L2 inh
> O=C(NCCc1ccccc1F)c1ccc2c(c1)OCCO2
  -18.8%, -23.4%, -0.7%
> CCOC(=O)N(C)C[C@@H]1OCc2cnnn2CCCC(=O)N([C@H](C)CO)C[C@H]1C
  -1.6%, 0.2%, .
> OCCCNc1ncnc2c1ncn2[C@H]1CN(Cc2cccs2)C[C@@H](CO)O1
  -7.2%, -7.2%, .
> O=[N+]([O-])c1ccc2nccn2c1
  -6.7%, 16.2%, 4.2%
> O=C(c1csnn1)N1CCC[C@@]2(CCN(Cc3nccs3)C2)C1
  4.8%, 4.1%, -7.3%
> CCOC(=O)c1nn(-c2ccc(F)cc2)c2nc(-c3ccccc3)c(C#N)c(=O)n12
  ?, -28.9%, -11.0%
> O=C(Nc1cc(C(F)(F)F)ccc1N1CCCC1)c1ccc2c(c1)OCO2
  -19.0%, ?, -20.4%
> CCOC(=O)/C(C(N)=NCC(C)C)=C(/O)c1ccccc1
  -24.7%, ?, ?
> Cc1nc(NC(=O)/C=C/c2ccc(F)cc2)sc1C(=O)N(C)C
  -13.8%, -25.0%, -1.8%
> CC(=O)c1cccc(N2C(=O)C3C(C(=O)Nc4cc(C)on4)C4(C)C=CC3(O4)C2C(=O)NC(C)(C)C)c1 (centres undefined)
  ?, -0.8%, 0.3%
> FC(F)(F)c1cccc(-c2nnc3ccc(C(F)(F)F)cn23)c1
  ?, ?, -5.1%
> O=C(O)CCn1cc(-c2ccc(Cl)cc2)nc1-c1ccncc1
  3.7%, -15.1%, -4.2%
> CCNC(=O)OCC(CC)NC(=O)OCC(C)C (centres undefined)
  -4.1%, -18.8%, 2.2%
> COc1ccc(CNC(=O)CSc2nc(-c3ccc(OC)cc3)cc(C(F)(F)F)n2)cc1
  -20.1%, -16.6%, -7.5%
> CCn1c2c(c(=O)n3ncc(C(=O)Nc4cccc(Cl)c4C)c13)CN(Cc1ccc(OC)cc1)CC2
  20.6µM*, ?, -4.1%
> O=C(CCN1CCN(c2ccc(F)cc2)CC1)Nc1ccc(F)cc1
  ?, ?, -11.6%
> COCCN1C(=O)c2ccc(C(=O)O)cc2C1=O
  -2.1%, 4.3%, -0.2%
> CCOC(=O)C1CCCCN1S(=O)(=O)c1ccc2c(c1)CC(C)N2C(=O)C1CCC1 (centres undefined)
  23.1µM*, 9.2µM*, -3.7%
> COc1ccc(C(CNC(=O)c2oc3ccc(OC)cc3c2C)N2CCCC2)cc1 (centres undefined)
  23.1µM*, 16.4µM*, 2.1%
> Cc1ccc(C(F)(F)F)cc1NC(N)=S
  2.8%, -26.0%, -2.6%
> COc1ccc(C(=O)NC(=S)Nc2ccc(S(=O)(=O)Nc3cc(OC)ncn3)cc2)cc1
  5.9%, -4.5%, -1.5%
> N#CN=c1snc(-c2ccccc2Cl)n1-c1ccc(F)cc1
  ?, ?, .
> Cc1cc(N2C(=O)C=CC2=O)c([N+](=O)[O-])cc1C
  0.82µM*, 1.84µM*, 20µM*
> CN(CC(=O)Nc1ccc(Cl)cc1)C(=O)CNC(=O)c1ccc(Br)o1
  11.0%, 2.3%, -12.9%
> COC(=O)C(C)Sc1nc(N)c(NC(=O)c2ccco2)c(=O)[nH]1 (centres undefined)
  -0.6%, -4.9%, 0.7%
> CCOC(=O)C1(Cc2ccccc2)CCN(Cc2cc(=O)c3ccccc3[nH]2)CC1
  -28.3%, ?, -5.3%
> O=C1c2ccccc2C(=O)N1CCC(O)C[N+](=O)[O-] (centres undefined)
  -25.6%, -15.4%, -12.4%
> COc1cc(C(=O)NCCOc2cc(C)cc(C)c2)c(Br)c(OC)c1OC
  16.4µM*, ?, -11.8%
> Clc1ccc(-c2csc(N3CCc4ccccc4C3)n2)cc1
  -9.9%, -8.1%, -7.4%
> Cc1ccc(C(=O)N2CCN(c3ccccn3)CC2)cc1Cl
  -2.0%, -24.1%, -5.3%
> Cc1ccc(CNC(=O)CCCC(=O)c2ccccc2)cc1
  7.6%, -12.2%, -15.2%
> O=c1[nH]n(-c2ccc(Cl)cc2)c2ncccc12
  -16.3%, 1.8%, -20.9%
> COc1ccccc1C(=O)Nc1nc(N)n(-c2ccccc2)n1
  -23.4%, -5.7%, ?
> COc1ccc(/C=N/NC(=O)CCc2n[nH]c(=O)[nH]c2=O)cc1O
  6.4%, 4.8%, -0.8%
> CC(=O)NC(Cc1ccccc1)C(=O)Oc1ccc2ccccc2c1 (centres undefined)
  -3.5%, -1.4%, .
> O=C(CSc1nnc(Nc2ccccc2)s1)NC1CC1
  -3.1%, ?, -10.5%
> CC(C)OCCCn1c(SCC(=O)N2CCCC2=O)nc2ccccc2c1=O
  14.1%, 0.3%, -1.6%
> CS(=O)(=O)Nc1cc(C(=O)N2CCNC(=O)C2)c2c(c1)ncn2CCc1ccccc1
  0.7%, -14.6%, .
> NC(=O)SCC(=O)Nc1cccc(Cl)c1
  ?, ?, -13.3%
> COc1ccc(OC)c(NC(=O)C(C#N)=Cc2ccco2)c1
  -18.7%, -25.9%, .
> N#Cc1nc(-c2ccco2)oc1N1CCN(C(c2ccccc2)c2ccccc2)CC1
  ?, ?, -2.1%
> Cc1nn(C)cc1CN(C)C(=O)c1nn2c(c1Br)NC(c1cccs1)CC2C(F)(F)F (centres undefined)
  ?, 14.6µM*, 0.1%
> O=C(Nc1cc(-c2nc3ccccc3o2)ccc1Cl)c1ccc(N2CCCCC2)c([N+](=O)[O-])c1
  ?, 18.4µM*, 0.1%
> COc1cccc(NC=C2C(=O)OC3(CCCCC3)OC2=O)c1
  3.3%, -6.5%, -9.5%
> CC(Sc1nnc2c(n1)[nH]c1ccccc12)C(=O)NC1CCCCC1 (centres undefined)
  23.1µM*, 20.6µM*, -4.0%
> Nc1cccc(C(=O)Nc2ccc3nc(-c4cccnc4)[nH]c3c2)c1
  -21.4%, -8.3%, -5.7%
> Cc1n[nH]c(=O)c2c(NC(=O)COC(=O)Cc3ccc(Cl)cc3Cl)oc(C)c12
  7.9%, 10.0%, -1.3%
> Cc1nn(C)c(C)c1NS(=O)(=O)c1ccc(Cl)cc1
  -27.4%, -27.3%, 1.1%
> CC1Cc2cc(S(=O)(=O)NCc3ccccc3)ccc2N1C(=O)C1CC1 (centres undefined)
  ?, ?, -2.2%
> O=[N+]([O-])c1cc(C=Nc2ccc3ccccc3c2)ccc1Br
  2.59µM*, 2.91µM*, 2.5%
> O=C(COc1coc(CN2CCN(c3ccc(F)cc3)CC2)cc1=O)NCC1CCCO1 (centres undefined)
  8.0%, -1.9%, ?
> Cc1ccc2nc(-c3ccc(F)cc3)c(Cc3ccccc3C(F)(F)F)n2c1
  ?, ?, .
> Cc1nn(C)cc1CN1CCOc2ccc(CN3CCC(Oc4cccnc4)CC3)cc2C1
  -6.8%[9.04 µM], ?, .
> CC1CCN(C(=O)CCCOc2cc(=O)n(C)c3ccccc23)CC1
  ?, ?, -14.1%
> CC1C(=O)Nc2ccccc2N1C(=O)c1ccc(Cl)cc1 (centres undefined)
  -17.0%, 4.4%, -17.5%
> O=[N+]([O-])c1ccc2c(c1)C(N1CCOCC1)/C(=C/COc1ccc3ccccc3c1Br)O2 (centres undefined)
  ?, ?, -17.6%
> O=C(NCc1nnnn1-c1ccc(F)cc1)c1ccc(S(=O)(=O)N2CCOCC2)cc1
  -16.9%, ?, .
> COc1ccc(OC(C)C(=O)N(C)Cc2nc(-c3cccc(C)c3)no2)cc1 (centres undefined)
  -21.4%, ?, -2.8%
> O=C1CC(c2ccccc2)=C(c2ccccc2)C1c1ccccc1 (centres undefined)
  29.1µM*, ?, .
> C#CCOCCOCCOCCNc1nc(N2CCN(C(=O)Cn3cc(CCCN=C(N)N)nn3)CC2)nc(N2CCN(C(=O)[C@H](CCCCN)n3cc(CCCC)nn3)CC2)n1
  0.4%, 6.3%, -10.9%
> COc1ccc2c(c1)OC[C@H]1[C@H]2N2C(=O)c3cc(C)ccc3NC(=O)[C@@]2(C)[C@H]1c1ccccc1
  16.4µM*, ?, -8.5%

Assay outcomes from PubChem BioAssay.
